Assay outcomes (PubChem)
EBI2 block – EBI2 receptor antagonists, beta-arrestin recruitment, primary screen, cell-based, luminescence, 7a,25-OHC stimulation, uHTS; AID 651636, 2012; inhibition, % at 5 µM; 7a,25-OHC stimulated; 0.81% of 360,000 active; in the data active = inhibition above about 38%;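 note: enzyme fragment complementation signal reports receptor beta-arrestin coupling in cells; 0% = agonist plus DMSO wells and 100% = wells without agonist; some results beyond the cut were filed as inactive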
Target sequence (P32249 whole entry, looked up, the tested form may be a part): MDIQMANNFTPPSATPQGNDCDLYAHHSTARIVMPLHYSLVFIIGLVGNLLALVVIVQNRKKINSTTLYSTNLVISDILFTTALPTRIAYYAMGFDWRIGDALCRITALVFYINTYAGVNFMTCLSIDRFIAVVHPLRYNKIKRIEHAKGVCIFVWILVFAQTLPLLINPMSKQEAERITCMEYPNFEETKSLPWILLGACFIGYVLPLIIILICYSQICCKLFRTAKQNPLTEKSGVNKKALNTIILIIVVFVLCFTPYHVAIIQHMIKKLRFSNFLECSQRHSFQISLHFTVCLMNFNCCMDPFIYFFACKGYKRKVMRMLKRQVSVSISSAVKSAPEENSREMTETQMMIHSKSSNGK
Jurkat NFkB inh – inhibitors of induced NF-kB luciferase reporter, primary screen, TCR NF-kB activation inhibitor project, cell-based, luminescence, uHTS; Jurkat, PMA/ionomycin-induced NF-kB luciferase reporter; inhibition, % at 4 µM; 0.53% of 330,000 active; AID 435003, 2010; in the data active = inhibition above about 50%
CXCR6 inh – CXCR6 receptor inhibitors, primary screen, cell-based, beta-arrestin, luminescence, CHO-K1 PathHunter, 1536-well | inhibition, % at 20 µM | 0.36% of 360,000 active; in the data active = inhibition above about 34%, passing the limit was not always enough;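 note: antagonist mode with CXCL16 agonist at 10 nM final; 0% = 10 nM CXCL16 with DMSO and 100% = unstimulated wells without agonist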
Gli-Sufu antag – Gli-Sufu pathway antagonists, primary screen, luciferase luminescence, Sufu-KO-LIGHT cells, uHTS; Sufu-KO-LIGHT fibroblasts, Gli luciferase reporter luminescence; inhibition, % at 5 µM; 0.74% of 340,000 active;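 active = inhibition above about 55%, limit read from the data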;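 note: 0% = DMSO-treated cells and 100% = wells with medium but no cells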
697 NFkB inh – inhibitors of PMA/ionomycin-induced NF-kB reporter, 697 cells, primary screen, B-cell NF-kB inhibitor project, cell-based, luminescence, uHTS; 697 B-cell NF-kB luciferase reporter, 16 h; inhibition, % at 4 µM; 0.33% of 330,000 active; AID 435022, 2010; in the data active = inhibition above about 35%
CCR6 antagonist – CCR6 receptor antagonists, primary screen, cell-based, CHO-K1, luminescence, beta-arrestin, uHTS. 0.49% of 340,000 active. inhibition, % at 20 µM. C-C chemokine receptor type 6 (Homo sapiens), P51684. CHO-K1 CCR6 PathHunter beta-arrestin, CCL20-stimulated;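 active = compounds whose inhibition of the agonist-driven luminescence signal at 20 µM reaches about 50%, limit read from the data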;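 note: cells stimulated with CCL20 at 14 nM final; plate controls were DMSO with CCL20 for no effect and DMSO without agonist for full effect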
Target sequence (P51684 whole entry, looked up): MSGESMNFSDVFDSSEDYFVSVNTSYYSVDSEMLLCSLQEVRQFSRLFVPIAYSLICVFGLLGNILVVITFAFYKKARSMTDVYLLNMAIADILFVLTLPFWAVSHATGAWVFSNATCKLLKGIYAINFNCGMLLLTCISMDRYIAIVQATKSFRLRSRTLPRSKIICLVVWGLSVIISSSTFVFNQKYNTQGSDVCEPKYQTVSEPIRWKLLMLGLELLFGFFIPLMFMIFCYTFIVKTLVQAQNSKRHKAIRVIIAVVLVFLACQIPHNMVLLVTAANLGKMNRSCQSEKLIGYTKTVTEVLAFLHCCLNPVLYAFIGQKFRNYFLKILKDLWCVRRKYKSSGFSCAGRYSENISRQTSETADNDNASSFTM
APJ antag – antagonists of human apelin receptor APJ, primary screen, CHO-K1 cells, beta-arrestin complementation, luminescence; 0.32% of 330,000 active; inhibition, % at 20 µM; P35414;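 active = inhibition above about 40% at 20 µM, limit read from the data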;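 note: cells challenged with 10 nM apelin-13 agonist together with compound; plate controls were apelin-13 plus DMSO wells for no effect and DMSO wells lacking apelin-13 for full effect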
UBC13 inh – UBC13 polyubiquitin chain formation inhibitors, primary screen, biochemical, TR-FRET, uHTS; Ubiquitin-conjugating enzyme E2 N (Homo sapiens), P61088; inhibition, % at 20 µM; 0.47% of 330,000 active; AID 485273, 2010; in the data active = inhibition above about 45%, passing the limit was not always enough
Target sequence (P61088 whole entry, looked up): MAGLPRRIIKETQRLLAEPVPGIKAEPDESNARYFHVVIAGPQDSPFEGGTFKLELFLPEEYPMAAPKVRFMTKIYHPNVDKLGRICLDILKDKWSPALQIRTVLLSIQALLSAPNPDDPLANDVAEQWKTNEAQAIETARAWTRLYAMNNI
Starred values were filed as active, the others as inactive; nt = not tested or not shown.

The first 3 entries, ahead of the listing:
Value order – Jurkat NFkB inh	APJ antag	697 NFkB inh	EBI2 block	Gli-Sufu antag	UBC13 inh	CCR6 antagonist	CXCR6 inh
- Cc1ccccc1NC(=O)COC(=O)[C@@H]1CCCN1C(=O)c1cccs1
 : 1	0	-18	-5	4	-2	15	5
- Cc1ccc(CN2CCN(CC(=O)N/N=C/c3c[nH]c4ccccc34)CC2)cc1
 : -2	-25	19	27	14	-10	-19	14
- O=C(c1cc(-c2ccc(Cl)cc2)n(-c2cc(Cl)ccc2Cl)n1)N1CCOCC1
 : 11	7	14	10	-4	2	11	17

Results, previewed entries included:
Value order – Jurkat NFkB inh	APJ antag	697 NFkB inh	EBI2 block	Gli-Sufu antag	UBC13 inh	CCR6 antagonist	CXCR6 inh
- Cc1ccccc1NC(=O)COC(=O)[C@@H]1CCCN1C(=O)c1cccs1
 : 1	0	-18	-5	4	-2	15	5
- Cc1ccc(CN2CCN(CC(=O)N/N=C/c3c[nH]c4ccccc34)CC2)cc1
 : -2	-25	19	27	14	-10	-19	14
- O=C(c1cc(-c2ccc(Cl)cc2)n(-c2cc(Cl)ccc2Cl)n1)N1CCOCC1
 : 11	7	14	10	-4	2	11	17
- COc1ccc(CCN(C)C(=O)c2ccc(S(=O)(=O)Nc3ccccc3F)cc2)cc1OC
 : -14	10	6	-1	1	-2	-4	4
- Cc1ccc(NC(=O)Nc2ccc([N+](=O)[O-])cc2)nc1
 : 10	-13	-91	1	-28	-2	16	5
- CSCC[C@H](NC(=O)[C@@H]1CSC2c3ccccc3C(=O)N21)C(=O)NCc1ccco1 (stereo partly specified)
 : 14	12	17	-3	-5	2	-1	7
- COc1ccc2cc(C(=O)NCCO)sc(=O)c2c1OC
 : 1	-9	-4	-7	-5	-4	-4	10
- CCOc1c2ccc(C(=O)NCc3cc(C(F)(F)F)cc(C(F)(F)F)c3)cc2nn1CCOC
 : -3	7	2	-16	15	16	8	4
- COc1ccc2c(c1)C=C(CN1CCN(C3CCCC3)C(CCO)C1)CO2 (stereo unspecified)
 : -19	-14	-19	10	9	-10	4	11
- COc1ccccc1N1CCN(C(=O)c2n[nH]c3ccccc23)CC1
 : -9	10	-5	-7	7	3	3	-6
- C=CCOc1c(Br)cc(CNc2ccc(NC(=O)CCC)cc2)cc1OCC
 : -3	8	-20	-8	2	2	23	-14
- CCSc1ccc(C(=O)Nc2ccc(Br)cn2)cc1[N+](=O)[O-]
 : -28	-8	10	14	3	-8	6	2
- C=CCn1c(SCC(=O)c2ccc(Br)cc2)nnc1C(CC(C)C)NC(=O)c1cccs1 (stereo unspecified)
 : 5	-13	-4	-7	5	-6	10	18
- Cc1cc(C)c(C(=O)c2ccc(C(=O)N3CCCCC3)cc2)c(C)c1
 : 13	8	23	2	8	0	11	8
- Cc1ccccc1N=C1SC(CC(=O)Nc2ccc3ccccc3c2)C(=O)N1Cc1ccccn1 (stereo unspecified)
 : -7	-12	-18	39	7	1	2	2
- COC(=O)c1sccc1Oc1ccc(F)cc1[N+](=O)[O-]
 : -5	-9	27	-4	-3	2	-11	5
- OC(CSc1ccccc1)CN1CCN(c2cccc(Cl)c2)CC1 (stereo unspecified)
 : nt	nt	nt	21	50	nt	1	1
- CN(C)/C=C/C(=O)c1cnc(-c2cccc(Cl)c2)s1
 : -67	-2	-59	1	-77	10	-6	7
- O=C(CCN1C(=O)c2ccccc2S1(=O)=O)Nc1nc2c(s1)CCCC2
 : 4	-5	6	1	7	6	2	4
- CCCn1c(=O)c(C(=O)NCCc2ccc(Cl)cc2)c(O)c2ccccc21
 : -5	-2	1	3	41	21	8	-12
- CCCCOC(=O)CSc1n[nH]c(=O)[nH]c1=O
 : -4	1	24	-14	4	6	-2	-2
- O=C(NCCCN1CCOCC1)C(=O)N/N=C/c1cccc2ccccc12
 : -7	-14	40*	-5	4	-8	-2	3
- CN(C(=O)c1cccc(NC(=O)c2cccs2)c1)c1ccccc1
 : 11	5	-2	-15	10	-1	6	10
- O=P(O)(COc1ccccc1)COc1ccccc1
 : 1	4	18	9	-1	-2	5	-7
- COC(=O)c1ccc(CSc2nc3c(c(=O)n2-c2ccc(F)cc2)SCC3)o1
 : 19	18	-20	13	3	0	16	13
- CCN1CCN(CCCNC(=O)c2ccc(CS(=O)c3ccc(Br)cc3)o2)CC1 (stereo unspecified)
 : 8	14	4	-5	0	4	-4	-6
- O=C(Nc1cc(S(=O)(=O)N2CCOCC2)ccc1N1CCOCC1)c1ccccc1[N+](=O)[O-]
 : -5	6	8	-12	-2	12	-1	3
- C/C(Cn1cnc([N+](=O)[O-])n1)=N/NC(=O)COc1c(Cl)cc(Cl)cc1Cl
 : -1	-18	-17	-1	1	-2	12	-18
- CCOC(=O)COc1ccc2c(c1)C(=O)CC1(CCCCC1)O2
 : -7	11	12	1	3	22	1	5
- CCOc1ncccc1C(=O)OCc1ccc(C(=O)OC)o1
 : -10	6	12	-1	-16	12	3	-7

(continued)
Value order – Jurkat NFkB inh	APJ antag	697 NFkB inh	EBI2 block	Gli-Sufu antag	UBC13 inh	CCR6 antagonist	CXCR6 inh
- CCCCCCOC(=O)Cc1c(C)nc(-c2ccccc2)[nH]c1=O
 : -16	-14	3	2	4	9	4	-4
- N#Cc1ccccc1Sc1ccccc1C(=O)Nc1ccc(Br)cc1
 : 9	8	1	0	4	1	23	8
- Cn1c(=O)c2c(nc(CN3CCOCC3)n2CCCc2ccccc2)n(C)c1=O
 : -4	-4	10	2	9	-2	5	0
- FC(F)Oc1ccc(/C=N/c2c(-c3ccc(OC(F)F)cc3)nc3n2CCS3)cc1
 : -14	15	-1	-2	-16	-22	2	16
- N#Cc1c(F)cccc1N1CCOCC1
 : 24	-15	22	-8	-6	20	13	0
- COc1ccc(C(=O)NCc2cc(C)nc3ccccc23)cc1OC
 : 16	13	-6	-2	43	14	3	-4
- C=C(Cl)COc1ccc2c(CC)cc(=O)oc2c1
 : -16	4	-7	5	0	4	12	4
- CC(C)CNC(=O)c1cccc(C(=O)NCC(C)C)c1
 : -3	-27	9	4	0	-3	-1	-1
- O=C(c1cc([N+](=O)[O-])ccc1Cl)N1CCc2ccccc21
 : 2	-20	-22	4	-14	-3	-7	-10
- Cc1c(Cl)cccc1NC(=O)CSCc1cc(=O)[nH][nH]1
 : 13	-12	-2	-6	26	-2	-1	-2
- COc1ccc(-c2ncncc2-c2ccccc2)c(O)c1
 : 4	15	5	3	1	3	9	-2
- Fc1cccc(Cl)c1CSC1=NCCS1
 : -2	4	-8	-3	-1	9	20	-7
- CCN(CC(=O)Nc1c(F)cccc1F)C(=O)c1ccc(C(=O)c2ccccc2)cc1
 : -10	5	-17	-23	-10	-6	7	1
- O=S(=O)(c1cccc2c(S(=O)(=O)N3CCCC3)cccc12)N1CCCC1
 : -5	6	-47	-7	0	0	-1	3
- O=[N+]([O-])c1c(NCCO)cc(Sc2nc3ccccc3s2)c2nonc12
 : 10	95*	27	51*	2	-57	114*	94*
- O=C(O)c1ccc(OCc2ccc(C(=O)O)o2)cc1
 : -4	-2	-2	-4	-20	-2	-4	-4
- C[C@@H](CN1C(=O)C(=O)NC[C@@H]1Cc1ccc(O)cc1)NC(=O)Cc1ccccc1
 : 11	10	6	-16	-4	5	1	-3
- CCOCCCn1c(=S)[nH]c2cc(C(=O)NC3CCCCC3C)ccc2c1=O (stereo unspecified)
 : 7	24	-14	-5	-16	-5	9	-8
- NC(=O)Cc1cn(-c2ncc(C(F)(F)F)cc2Cl)c2ccccc12
 : 8	0	21	-9	-1	6	-3	6
- Cc1ccc(Cn2c(C3CCCN3c3nc(-c4cc(Cl)c(N)c(Cl)c4)cs3)nc3cc(C(=O)NCCCO)ccc32)cc1 (stereo unspecified)
 : 3	20	-4	-6	24	-2	6	9
- CC(C)(C)n1nnnc1C(c1cccnc1)N1CCN(C2CCCCC2)CC1 (stereo unspecified)
 : -9	7	10	-11	-2	4	11	-11
- COc1ccccc1N1CCN(C(=O)CN(C)S(=O)(=O)c2cc(C)ccc2OC)CC1
 : 4	7	8	6	13	7	11	-6
- Cc1cc(C(=O)NCc2cc(C(=O)O)co2)co1
 : 2	-11	3	4	-2	-4	6	0
- COc1ccc(/C=C2\SC(=O)N(CCNC(=O)CCS(=O)(=O)c3ccc(C)cc3)C2=O)cc1
 : -42	4	-72	1	-39	-11	10	-5
- N#Cc1ccc(/C=N/NC(=O)c2cccc(S(=O)(=O)N3CCOCC3)c2)cc1
 : 11	-3	-1	-3	-8	-10	19	9
- Cc1ccc(NC(=O)CSC(C)C(=O)OC(C)C(=O)NC2CCCCC2C)cc1 (stereo unspecified)
 : -21	-5	-10	-7	0	-7	15	0
- COC(=O)c1cc(OC)c(OC)cc1NC(=S)N1CCCCC1
 : 2	11	9	-14	3	-9	-3	4
- COc1ccc(N2CCN(CC(=O)Nc3ncc(C)s3)CC2)cc1
 : 3	14	-2	-4	11	0	-3	-17
- COc1ccccc1C(=O)NCC(=O)OCC(=O)c1cccc2ccccc12
 : 4	-12	9	3	-3	1	29	5
- Cc1cccc(CNC(=O)c2cc(S(=O)(=O)N3CCOCC3)cn2C)c1
 : 3	16	13	-3	-18	11	-2	2

Other records.
Value order – Jurkat NFkB inh	APJ antag	697 NFkB inh	EBI2 block	Gli-Sufu antag	UBC13 inh	CCR6 antagonist	CXCR6 inh
- Cc1ccc(C(C)C)c(OCC(=O)NN=C2CCCCCCC2)c1
 : 8	-12	3	-2	-4	10	-6	0
- C=CCc1ccc(OCCCCNC(C)CC)c(OC)c1 (stereo unspecified)
 : -2	20	12	2	9	6	14	8
- CCOC(=O)c1nn(-c2ccc(F)cc2)c(=O)cc1OCC(=O)Nc1ccc(OCC)cc1
 : -8	7	-3	-2	-5	-6	0	-14
- Cc1ccc(S(=O)(=O)NCC(=O)N(CC(=O)NC2CCCC2)c2ccc3c(c2)OCCO3)cc1
 : nt	nt	nt	10	-9	nt	-5	3
- COc1ccc(Cn2c(N)c(C#N)c3nc4ccccc4nc32)cc1OC
 : 5	20	1	4	4	2	1	-5
- CCC(C)C(=O)Nc1cc(Cl)ccc1C(=O)O (stereo unspecified)
 : 1	4	-10	-2	-6	4	2	-12
- CC(=O)Nc1ccc(NC(=O)CSc2nc3ccccc3nc2N2CCCCC2)cc1
 : 16	13	-9	16	-14	11	13	3
- COc1ccccc1C(=O)NCC(=O)N/N=C/c1cc(Br)ccc1OCc1ccccc1
 : -1	0	6	18	5	-5	11	-2
- O=C(O)c1ccc(/C=C/c2nc3ccccc3c(=O)[nH]2)cc1
 : -34	-1	-14	-3	nt	-7	14	-6
